Pf growth 96h: P. falciparum growth inhibition at 96 hours | P. falciparum luciferase reporter growth, 96 h | Potency, µM (series often up to 28.7 µM), for inactives: at the top dose activity change, negative = inhibition, hits mostly inhibitors | 6.9% of 320,000 active; also: potency is read from the fitted curve at half-maximal effect; % is scaled to controls: 0 for no effect and ±100 for the full control effect
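Delayed-death screen, second-generation endpoint: infected erythrocytes, 2% hematocrit, 0.05% parasitemia final; 96 hours at 37 C, 5% CO2; luciferase detection reagent; luminescence decrease equals reduced growth.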
CHX counter: counter-screen hit for Shiga toxin inhibitors, cycloheximide. cell reporter, cycloheximide protein synthesis inhibition counterscreen. max response, %. 12% of 300,000 active; in the data active = max response mostly above about 13%, no sharp cut-off; inactive = mostly below about 14%; also: read at 38.3 µM for the half of the compounds with a filed dose; 0% is about no effect
Pf growth 48h: P. falciparum growth inhibition at 48 hours (one generation). P. falciparum luciferase growth in erythrocytes, 48 h. Potency, µM (top dose mostly 28.7 µM), inactives show at the top dose activity change, negative = inhibition, hits mostly inhibitors. 5.9% of 310,000 active; also: potency is read from the fitted curve at half-maximal effect; % is scaled to controls: 0 for no effect and ±100 for the full control effect
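Luminescence readout; reporter = integrated firefly luciferase in P. falciparum. RBC culture at 2% hematocrit, 0.1% parasitemia final, 37 C/5% CO2; decreased signal taken as growth inhibition.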
Giardia FBPA inh: Giardia lamblia aldolase inhibition | Potency, µM (top dose mostly 59.6 µM), inactives show at the top dose activity, negative = inhibition, usual class: inhibitors | AID 2451 | 0.71% of 290,000 active | purified Giardia FBPA; also: potency is read from the fitted curve at half-maximal effect; % is scaled to controls: 0 for no effect and ±100 for the full control effect; nearly all actives have a fitted effect of over 55% in size
Target sequence (A8B2U2 whole entry, looked up): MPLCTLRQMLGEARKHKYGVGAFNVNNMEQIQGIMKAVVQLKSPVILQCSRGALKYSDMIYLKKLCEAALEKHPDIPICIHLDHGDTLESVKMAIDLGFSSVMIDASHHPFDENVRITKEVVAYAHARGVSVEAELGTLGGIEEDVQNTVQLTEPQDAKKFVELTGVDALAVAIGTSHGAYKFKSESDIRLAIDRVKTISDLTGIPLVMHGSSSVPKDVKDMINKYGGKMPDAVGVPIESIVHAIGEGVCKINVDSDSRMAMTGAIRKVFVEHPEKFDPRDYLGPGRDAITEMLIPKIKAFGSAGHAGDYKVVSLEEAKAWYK
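Giardia FBPA (40 nM reagent) was preincubated 10 min at RT with compound (up to 57.5 uM final), then substrate plus GAPDH/TPI/NAD/arsenate coupling system with diaphorase/resazurin was added; resorufin fluorescence (525/598 nm) was read after 20 min.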
Shiga toxin inh: blocks Shiga toxin action in Vero cells; Vero cells, Shiga toxin protein synthesis inhibition reporter; inhibition, % at 38.7 µM; 9.2% of 290,000 active; AID 2315; in the data active = inhibition mostly above about 28%, no sharp cut-off; inactive = mostly below about 43%; also: 0% is about no effect
HCV inh: inhibitors of hepatitis C virus infection; AID 651820; Huh7.5.1 HCVcc-Cre infection, luciferase reporter, 44 h; 3.4% of 340,000 active; Potency, µM (top dose mostly 41.8 µM), without a hit: at the top dose activity change, negative = inhibition, usual class: inhibitors; also: potency is read from the fitted curve at half-maximal effect; % is scaled to controls: 0 for no effect and ±100 for the full control effect
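Seed cells (1,000/well) for 4 h; treat with compound and infect with HCVcc-Cre, moi about 0.5. Incubate 44 h, then detect luciferase activity.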
Starred values were filed as active, the others as inactive; i = inactive; ? = inconclusive; . = not tested or not shown; & = joins results of further samples; [ ] = another dose, or the depositor's remark. Unless noted, calls follow the shape of the dose curve; as a rule, active = well fitted curve in the direction sought with a large enough effect; inconclusive = small, poorly fitted or top-dose-only effect, or another doubt; inactive = no such curve, though single readings can be large; an effect the other way counts as inactive or inconclusive.

Each structure is followed by: Pf growth 96h, CHX counter, Giardia FBPA inh, Shiga toxin inh, HCV inh, Pf growth 48h
O=[N+]([O-])c1cc(C(F)(F)F)cc([N+](=O)[O-])c1NCCNC(=S)Nc1cccc(F)c1
 : ?, 6, -12%, -4, ?, -16%
O=C1CNC(=S)N1CCOc1ccccc1
 : 48%[activator], 8, 5%, -10, -1%, 85%[activator]
O=C(NNS(=O)(=O)c1ccc(Cl)cc1)c1ccc(S(=O)(=O)N2CCCCC2)cc1
 : 29%, 0, -4%, -11, 11%, ?
Cc1ccc(C(=O)NCC(=O)OCc2cccc(Br)c2)cc1
 : 20%, ., ., ., 15%, 7%
CC(C)Cc1nc2oc3c(NCC4CCCO4)ncnc3c2c2c1CCC2 (configuration not stated)
 : 4.7µM*, -4, -6%, 58*, 14µM*, ?
Cc1ccc(CCNC(=O)c2nnc(CS(=O)(=O)c3ccccc3)o2)cc1
 : 45%[activator], -3, -6%, -3, -18%, ?
CC(C)n1nc(C(=O)NNC(=O)c2ccc(OC(F)F)cc2)c2ccccc2c1=O
 : ?, ., ., ., ?, ?
CCN1CCN(C(=O)CN(C)S(=O)(=O)c2ccc(OC)cc2)CC1
 : ., 5, 0%, -11, 4%, -8%
O=C(O)c1ccc(-n2cc(-c3cc4ccccc4oc3=O)[nH]c2=S)cc1
 : 0.17µM*, 32*, -21%, 64*, -21%, 127%[activator]
CC(C)(C)c1ccc(C(=O)Nc2ccc(S(N)(=O)=O)cc2)cc1
 : ?, 7, -10%, 14, 22µM*, ?
CCCCN(C)C(=O)CCC(=O)Nc1ccc2nc(N3CCOCC3)cc(C)c2c1
 : ?, 29*, -19%, 20, ?, 23%
O=C(CSc1nnc(NC(=O)c2ccc(F)cc2)s1)NC1CC1
 : 1%, 20, -19%, 8, 4%, 99%[activator]
O=C(NCc1ccco1)C1CCN(c2nc3ccccc3n2Cc2ccc(F)cc2)CC1
 : 10µM*, -8, 0%, -5, -11%, .
CCOc1ccccc1CN1CCNC(=O)C1CC(=O)NC1CCCCC1 (configuration not stated)
 : ?, -1, ., 6, 5%, ?
COc1ccc(S(=O)(=O)NCC(c2cccnc2)N2CCN(Cc3ccccc3)CC2)cc1 (configuration not stated)
 : ?, -2, ., -9, -2%, ?
COc1cccc(C(=O)NCCN2C(=O)S/C(=C/c3cccs3)C2=O)c1OC
 : 33%[activator], -1, 5%, 2, 22%, 0%
COCC(=O)n1nc(-c2ccccc2)nc1NCc1ccc(N(C)C)cc1
 : ?, 38*, -1%, 65*, 4%, 49%[activator]
O=C(Nc1ccccc1)/C(=C\c1ccc2c(c1)OCO2)NC(=O)c1ccco1
 : 48%[activator], 28, 0%, 36, 0%, 5%
O=S1(=O)CCN=C2SC3=C(CCCC3)N21
 : -19%, -5, 3%, -13, 9%, 7%
N=c1ccn(Cc2ccc(Cl)cc2)cc1
 : 7%, -3, 3%, 21, 1.1µM*, 1.9µM*

Random excerpt: two records from the list, in no set order.
Each structure is followed by: Pf growth 96h, CHX counter, Giardia FBPA inh, Shiga toxin inh, HCV inh, Pf growth 48h
CCN1CCN(C(=O)CN(C)S(=O)(=O)c2ccc(OC)cc2)CC1
 : ., 5, 0%, -11, 4%, -8%
O=C(CSc1nnc(NC(=O)c2ccc(F)cc2)s1)NC1CC1
 : 1%, 20, -19%, 8, 4%, 99%[activator]

Remaining list, next part:
Each structure is followed by: Pf growth 96h, CHX counter, Giardia FBPA inh, Shiga toxin inh, HCV inh, Pf growth 48h
Cc1ccc(CSCC2Nc3ccc(C(=O)N4CCN(c5ccc(F)cc5)CC4)cc3NC2=O)cc1 (configuration not stated)
 : -3%, -6, -14%, 13, ?, 2%
CN1C2CCC1CC(NC(=O)CSc1ccc(Cl)cc1)C2 (configuration not stated)
 : -1%, 19, 7%, 28, -13%, 4%
COc1ccc(-c2ccc(SC)nn2)cc1
 : ., -3, -10%, -5, -11%, i
CCC1CCCCN1C(=S)Nc1ccc(S(=O)(=O)Nc2ncccn2)cc1 (configuration not stated)
 : 10µM*, -2, ., 9, 16%, 2%
CCOC(=O)Cc1c(C)nc2c(-c3ccc(Cl)cc3)cnn2c1C
 : 13%, 18, -5%, 49*, -10%, ?
N#CCSc1nc2c(cc1C#N)CCCC2
 : ., 30*, 8%, 57, 25%, 47%[activator]
Cc1nn(Cc2cccc(C(=O)O)c2)c(C)c1[N+](=O)[O-]
 : 36%[activator], 1, 0%, 4, 14%, 21%
COc1ccc(C2C3=C(CCCC3=O)N(CC(=O)O)C3=C2C(=O)CCC3)cc1Cl
 : -17%, -1, -19%, -8, 17%, 37%[activator]
COc1cc(C(=O)NCCC2=CCCCC2)ccc1OC1CCN(C(C)=O)CC1
 : 9%, 11, ., -21, -8%, ?
COc1ccc(-c2oc3ccc(-c4cc(OC)c(OC)c(OC)c4)cc3c2C#Cc2ccsc2)cc1
 : 7.4µM*, -2, 22%, -6, -6%, -41%
C/C(=N\NP(=S)(c1ccccc1)c1ccccc1)c1ccc(O)cc1O
 : ?, -2, -18%, 2, -9%, ?
O=C(C1CCC(CNc2c(N3CCCCC3)c(=O)c2=O)CC1)N1CCN(C2CCCCC2)CC1 (configuration not stated)
 : 43%[activator], -1, 2%, -8, 9%, 35%[activator]
COc1cccc(-n2cc(C(=O)NC(C)C)c3ccccc3c2=O)c1
 : 1.3µM*, -7, -1%, 40, 6%, -9%
CCC(C)N1CC(C(=O)NC2CCCCC2)CC1=O (configuration not stated)
 : ?, -3, 2%, -22, 30%[activator], 32%[activator]
COCCNc1nc(N)c([N+](=O)[O-])c(NCc2ccccc2)n1
 : ?, 1, -2%, -3, 12%, ?
CCCN1CCN(C(=O)Nc2ccc(C(=O)OCC)cc2)CC1
 : -29%, 12*, 10%, 30, -16%, .
CC1(C)Oc2cc(N)c([N+](=O)[O-])cc2O1
 : -6%, 3, 0%, -8, 2%, 3%
O=C(CNC(=O)c1ccccc1F)OC(C(=O)Nc1cc(C(F)(F)F)ccc1Cl)c1ccccc1 (configuration not stated)
 : ?, 1, 1%, -9, 4%, .
CCn1c(-c2ccccc2Cl)nn(CC(=O)Nc2ccccc2OC)c1=S
 : -4%, -3, -3%, 20, -5%, -11%
CC(=O)c1ccc(NC(=O)C2CCCNC2=O)cc1 (configuration not stated)
 : 5.2µM*, 5, 0%, 5, -5%, 15%

A few values from above:
CCCN1CCN(C(=O)Nc2ccc(C(=O)OCC)cc2)CC1 | HCV inh = -16%
CC1(C)Oc2cc(N)c([N+](=O)[O-])cc2O1 | Giardia FBPA inh = 0%
COc1ccc(-c2oc3ccc(-c4cc(OC)c(OC)c(OC)c4)cc3c2C#Cc2ccsc2)cc1 | HCV inh = -6%
CN1C2CCC1CC(NC(=O)CSc1ccc(Cl)cc1)C2 (configuration not stated) | Pf growth 48h = 4%
Cc1ccc(CSCC2Nc3ccc(C(=O)N4CCN(c5ccc(F)cc5)CC4)cc3NC2=O)cc1 (configuration not stated) | CHX counter = -6
N#CCSc1nc2c(cc1C#N)CCCC2 | Shiga toxin inh = 57

The list goes on.
Each structure is followed by: Pf growth 96h, CHX counter, Giardia FBPA inh, Shiga toxin inh, HCV inh, Pf growth 48h
CCOC(=O)c1sc(NC(=O)OC)c(C(=O)OC)c1C
 : 35%, 3, 6%, -4, ?, 0%
COc1ccc(NC(=S)NCCCN2CCN(C3CCCCC3)CC2)cc1
 : ?, -3, 7%, -9, 6%, -1%
CCCOc1ccc(CNC(=O)Cn2ncc3ccccc32)cc1
 : 57%[activator], 34*, 4%, 59*, -1%, 83%[activator]
COc1ccc(Br)cc1/C=N/NC(=O)c1ccco1
 : -8%, 11, -4%, -3, 9%, 18%
COc1ccc(C2CC(=O)C=C(NCc3ccc4c(c3)OCO4)C2)cc1 (configuration not stated)
 : 3%, -1, -2%, 10, ?, -22%
COc1ccccc1C(=O)Nc1ccc2c(c1)CCCN2C(=O)c1cccs1
 : 2%, 22, -4%, 25, ?, -3%
Cc1ccc(-c2nn3c(C)nnc3c3ccccc23)cc1S(=O)(=O)NCc1ccco1
 : 31%[activator], 51*, -3%, 37*, ?, ?
COc1ccccc1N1CCN(C(=O)COc2cc(C)cc3oc(=O)cc(C)c23)CC1
 : ?, -1, ., -4, 8.9µM*, -20%
COc1ccc(CNC(=O)c2ccccc2SC)cc1
 : ., 1, 3%, 4, -2%, 4%
COC(CNC(=O)CNC(=S)N(Cc1ccccc1)Cc1cccnc1)OC
 : 28%, -1, 9%, -12, 27%, -5%
COc1cc(NC(=O)C2CC(c3c(F)cccc3Cl)=NO2)cc(OC)c1OC (configuration not stated)
 : 16%, -3, 7%, -7, 25µM*, 9%
Cc1cccc(C)c1Nc1c(-c2ccc(N3CCOCC3)cc2)nc2cnccn12
 : ?, -1, -4%, 14, -5%, ?
O=C(O)CNC(=O)CCN1C(=O)c2ccccc2C1=O
 : ., -2, 6%, 1, 0%, 3%
COc1ccc(CN(C)CC2CCCN(CCc3ccccc3C)C2)cc1O (configuration not stated)
 : ?, -3, 9%, 11, ?, 5.9µM*
COC(=O)c1ccccc1NC(=O)c1ccc2nccnc2c1
 : ?, 6, -11%, -2, ?, -28%
O=C(Nc1cccnc1)Nc1ccc(Br)cc1Cl
 : ., 29*, 4%, 56*, 11µM*, ?
CN(c1ccccc1)S(=O)(=O)c1ccc(Cl)c(C(=O)OCC(=O)NCc2ccco2)c1
 : 26%, -2, -1%, 37, -4%, -11%
O=C(CN1CCN(c2nc(-c3ccccc3)cs2)CC1)NNC(=O)c1ccco1
 : ?, -2, -2%, 19, 25%, 6%
COc1ccc(CC(=O)Nc2ccccc2N2CCCC2)cc1OC
 : -16%, -4, ., -5, -27%, ?
O=S1(=O)N=C(Nc2ccc(O)cc2)c2ccccc21
 : 9%, -1, 3%, 9, 2%, 7%

Each structure is followed by: Pf growth 96h, CHX counter, Giardia FBPA inh, Shiga toxin inh, HCV inh, Pf growth 48h
Cc1ccc(Oc2ccc(NC(=O)c3ccco3)cc2)cc1
 : -2%, 67*, -10%, 99*, -6%, 0.93µM*
O=C(NCC(=O)N(CC1CCCO1)C(C(=O)NC1CCCC1)c1ccc(F)cc1)c1ccco1 (configuration not stated)
 : ., -2, 4%, 17, 10%, ?
COc1ccc(C(CC(=O)N2CCCCC2)c2c(O)cc(OC)cc2OC)cc1 (configuration not stated)
 : 34%[activator], 5&-2, -17%&-7%, -4&-5, -7%, 13%
CC(OCc1ccccc1)C(NC(=O)OC(C)(C)C)C(=O)NC1COC2CC(n3ccc(=O)[nH]c3=O)OC12 (configuration not stated)
 : ., -1, 6%, 3, ., .
CCOc1cccc(C(=O)NNC(=O)CCC(=O)O)c1
 : -20%, -10, 1%, -9, -4%, 1%
Cc1ccc2nc(SCC(=O)Nc3ccc4c(c3)OCCO4)[nH]c2c1
 : 15%, 26*, 2%, 30, -17%, .
CCCCn1c(NS(=O)(=O)c2ccc(C)cc2)c(S(=O)(=O)c2ccccc2)c2nc3ccccc3nc21
 : 4.1µM*, -5, ?, -5, ?, ?
CC(C)(C)c1ccc(C(=O)N2CCCC2c2cccs2)cc1 (configuration not stated)
 : ?, -2, 21%, 3, -24%, 15µM*
CSc1cccc(CNC(=O)C2CCC(=O)N(CCc3ccccn3)C2)c1 (configuration not stated)
 : 89%[activator], -2, 13%, -7, ., 0%
O=C(CN(c1ccc(Cl)c(C(F)(F)F)c1)S(=O)(=O)c1ccccc1)N1CCOCC1
 : -7%, -1, 3%, 17, 21%, -8%
COC(=O)c1ccsc1NC(=O)CCS(=O)(=O)c1ccccc1
 : 16%, 8, ., 12, -1%, -1%
Cc1c(C(=O)c2ccc([N+](=O)[O-])cc2)c(=O)n(C)c(=O)n1C
 : -4%, 3, -2%, 16, 21%, -4%
CCC1CCCCN1C(=S)NC1CCCCC1 (configuration not stated)
 : 38%[activator], -1, 1%, 15, 35%[activator], -14%

Compound activity: PubChem BioAssay, National Center for Advancing Translational Sciences (NCATS)
